# High-throughput results: PubChem BioAssay, several laboratories
# TRPM1 prom inh = MITF TRPM1 promoter inhibition in SK-MEL-5 cells | inhibition, % at 12.5 µM | 0.83% of 330,000 active | AID 488899 | SK-MEL-5 TRPM1 promoter luciferase, 24 h;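 active = mean inhibition across replicates of 60% or more, whatever share of single replicates reaches that level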; also: values of inactives mirror those of a sister screen read the other way
# aDG glyco up = increases alpha dystroglycan glycosylation. Pro5-aDG cells, alpha-DG glycosylation AlphaScreen (IIH6); 0% Pro5, 100% B10-LARGE cell signal. activation, % at 10 µM. 0.22% of 360,000 active;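 active = activation of at least 8% versus controls, or a plate z-score of at least 8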;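 also: Pro5 are CHO cells carrying HIG-tagged alpha-DG that lacks glycosylation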
# HIF-2a block = blocks HIF-2a reporter activity | 786-0 RCC cells HIF-2a reporter, luciferase luminescence, overnight | inhibition, % at 18.8 µM | 0.72% of 360,000 active;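 active = inhibition of the luminescence signal of 40% or more relative to plate controls, in a single-dose primary screen at 18.75 µM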
# Peg3 promoter = inhibitors of Peg3 promoter; inhibition, % at 20 µM; 1.7% of 360,000 active; HeLa PEG-Prom luciferase reporter, luminescence, overnight;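 active = inhibition of at least 50% at 20 µM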
# CF NFkB inh = inhibitors of cystic fibrosis induced NF-kB | KKLEB NF-kB-GFP reporter, PAF-induced, GFP fluorescence overnight | inhibition, % at 5 µM | 0.86% of 360,000 active | AID 588850;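 active = at least 50% inhibition at 5 µM, scaled per plate between neutral and stimulator controls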;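 also: PAF is a Pseudomonas aeruginosa culture filtrate used as stimulus; plate controls were PAF-stimulated DMSO wells for no effect and unstimulated DMSO wells for full effect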
# NR2E3 ag-1 = agonists of human NR2E3 nuclear receptor | Q9Y5X4 | CHO-S Gal4-NCOR/VP16-NR2E3 two-hybrid, luciferase | inhibition of corepressor binding, % at 3.98 µM | 0.35% of 360,000 active | AID 602229;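 active = inhibition above the mean of all tested compounds plus 3 SD, cut at about 70% in these data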;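 also: 0% = DMSO with NR2E3 transfected cells and 100% = cells lacking NR2E3 construct; higher means lower luciferase signal from less NR2E3 corepressor binding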
# Target sequence (Q9Y5X4 whole entry, looked up, the tested form may be a part): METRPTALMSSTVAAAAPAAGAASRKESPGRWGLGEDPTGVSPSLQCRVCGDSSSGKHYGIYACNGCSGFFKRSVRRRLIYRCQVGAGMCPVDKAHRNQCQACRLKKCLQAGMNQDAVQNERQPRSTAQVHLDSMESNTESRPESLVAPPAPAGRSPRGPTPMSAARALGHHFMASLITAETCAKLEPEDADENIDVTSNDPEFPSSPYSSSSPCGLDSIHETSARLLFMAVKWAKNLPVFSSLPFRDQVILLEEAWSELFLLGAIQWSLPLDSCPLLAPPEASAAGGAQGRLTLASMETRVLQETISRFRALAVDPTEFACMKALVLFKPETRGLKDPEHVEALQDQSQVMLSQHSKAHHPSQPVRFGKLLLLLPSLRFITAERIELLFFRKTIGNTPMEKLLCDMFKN
# iPSC survival up = hiPSC single-cell survival enhancement; survival enhancement, % at 20 µM; ATPlite luminescence; 100% = ROCK inhibitor wells, 0% = DMSO; AID 602274; 0.044% of 360,000 active; in the data active = survival enhancement above about 18%;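 also: cells exposed to compounds for 16 hours before the ATP read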
# TWEAK-Fn14 inh = TWEAK-Fn14 signaling inhibition; 2% of 360,000 active; inhibition, % at 10 µM; TWEAK-stimulated Fn14 reporter cells, luciferase luminescence, 8 h; in the data active = inhibition above about 50%
# NR2E3 ag-2 = activates human photoreceptor nuclear receptor NR2E3; 0.12% of 320,000 active; AID 2300; GST-NR2E3/biotin-RetCOR TR-FRET, 1536-well; inhibition of corepressor binding, % at 4.78 µM;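 active = percent inhibition above the cutoff of mean plus 3 SD of all tested compounds, set per screening campaign, cut at about 20% in these data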;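 also: 0% = DMSO wells and 100% = biotin wells as full block of FRET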
#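 system = GST-tagged NR2E3 plus biotinylated RetCOR corepressor | input = 1.35 nM GST-NR2E3 | also added = 7 nM biotin-RetCOR | schedule = 5 h incubation at 4 °C | measured by = TR-FRET with europium anti-GST and streptavidin-D2, 340 nm excitation | read-out = percent loss of FRET ratio relative to control wells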
# KKLEB tox = counter-screen for CF NF-kB inhibitors: cytotoxicity; KKLEB CF airway cells viability, ATPlite luminescence, overnight; hits give low values; cells stimulated with P. aeruginosa culture filtrate; activity change (cytotoxicity), % at 5 µM; 0.36% of 360,000 active; AID 602141;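 active = corrected activity change at or below -50% at 5 µM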
# Shn3 3UTR inh = inhibitors of Schnurri-3 3'UTR reporter in osteoblasts. Clone20 osteoblast Shn3 3'UTR firefly luciferase, 24 h. inhibition, % at 12.5 µM. 0.52% of 360,000 active;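 active = mean inhibition of at least 75% with every replicate also reaching 75%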;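 also: 0% = median of neutral control wells and 100% = pilot-screen positive control compound; some compounds past the cut are filed as inactive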
# The depositor's hits bear a star; x = no result given.
# Preview (14 entries):
SMILES,TRPM1 prom inh,aDG glyco up,HIF-2a block,Peg3 promoter,CF NFkB inh,NR2E3 ag-1,iPSC survival up,TWEAK-Fn14 inh,NR2E3 ag-2,KKLEB tox,Shn3 3UTR inh
CCN(C(=O)COC(=O)c1nn(-c2ccccc2)c(=O)c2ccccc12)C1CCS(=O)(=O)C1 (stereo not drawn),13,-0.1,-1,-6,9,-7,-0.2,-13,1,6,-4
CC(NC(=O)CN(C)S(=O)(=O)c1ccc2c(c1)c(=O)n(C)c(=O)n2C)c1ccccc1 (stereo not drawn),-3,1.2,26,-5,7,-2,0.5,-8,3,19,4
Cc1cc(C(=O)Nc2ccc(N3CCOCC3)c(Cl)c2)c(C)o1,-19,0.1,-48,-29,-3,-23,-0.1,-11,2,1,-38
O=C1CCC(C(=O)OCC(=O)c2c[nH]c3ccccc23)=NN1,13,0.8,18,-14,-13,10,-0.7,13,0,-4,13
CN(C)S(=O)(=O)c1ccc(S(=O)(=O)NCc2ccc3c(c2)OCO3)cc1,0,0.0,17,19,18,2,0.2,9,4,9,10
Cc1ccc(-c2nc(NCc3ccc(F)cc3)n(S(C)(=O)=O)n2)cc1,-29,0.0,-69,-21,25,-16,3.0,6,1,-10,5
COc1ccc(-n2c(SCC(N)=O)nc3nc4c(cc3c2=O)COC(C)(C)C4)cc1,3,-0.3,15,18,3,-15,-2.4,-6,4,1,-4
COc1ccc(NC(=O)CN2CCN(C3c4ccccc4-c4ccccc43)CC2)c(OC)c1,-6,0.1,26,44,-2,-23,-0.3,8,1,2,23
COc1ccc(C(=O)Nc2nnc(S(=O)(=O)N(C)Cc3ccc(F)cc3)s2)cc1OC,1,-0.2,15,24,9,-17,0.9,-25,3,7,-5
COc1ccc(Nc2nc(-c3cccnc3)cs2)c(OC)c1,-57,0.3,-228,-232,9,-86,2.1,-15,x,5,-2
O=C(COC(=O)CCN1C(=O)/C(=C\C=C\c2ccccc2)SC1=S)Nc1cc(F)ccc1F,63*,0.2,83*,-10,-16,-13,-1.7,55*,4,-4,39
COc1ccccc1C(=O)COC(=O)c1cc(=O)[nH]c2ccccc12,-8,0.2,-89,-4,21,-11,0.1,-19,-1,-11,-15
Cc1ccc(S(=O)(=O)N2CCN(C(=O)COc3ccc(C)nc3[N+](=O)[O-])CC2)c(C)c1,-2,0.2,10,3,3,2,-1.0,-11,-3,-4,-51
CC1(C)CC(=O)c2cc(OCC(=O)N3CCOCC3)ccc2O1,-16,-0.1,-9,-3,-4,-12,-1.2,2,3,-1,0

# Main list (from the top)
SMILES,TRPM1 prom inh,aDG glyco up,HIF-2a block,Peg3 promoter,CF NFkB inh,NR2E3 ag-1,iPSC survival up,TWEAK-Fn14 inh,NR2E3 ag-2,KKLEB tox,Shn3 3UTR inh
CCN(C(=O)COC(=O)c1nn(-c2ccccc2)c(=O)c2ccccc12)C1CCS(=O)(=O)C1 (stereo not drawn),13,-0.1,-1,-6,9,-7,-0.2,-13,1,6,-4
CC(NC(=O)CN(C)S(=O)(=O)c1ccc2c(c1)c(=O)n(C)c(=O)n2C)c1ccccc1 (stereo not drawn),-3,1.2,26,-5,7,-2,0.5,-8,3,19,4
Cc1cc(C(=O)Nc2ccc(N3CCOCC3)c(Cl)c2)c(C)o1,-19,0.1,-48,-29,-3,-23,-0.1,-11,2,1,-38
O=C1CCC(C(=O)OCC(=O)c2c[nH]c3ccccc23)=NN1,13,0.8,18,-14,-13,10,-0.7,13,0,-4,13
CN(C)S(=O)(=O)c1ccc(S(=O)(=O)NCc2ccc3c(c2)OCO3)cc1,0,0.0,17,19,18,2,0.2,9,4,9,10
Cc1ccc(-c2nc(NCc3ccc(F)cc3)n(S(C)(=O)=O)n2)cc1,-29,0.0,-69,-21,25,-16,3.0,6,1,-10,5
COc1ccc(-n2c(SCC(N)=O)nc3nc4c(cc3c2=O)COC(C)(C)C4)cc1,3,-0.3,15,18,3,-15,-2.4,-6,4,1,-4
COc1ccc(NC(=O)CN2CCN(C3c4ccccc4-c4ccccc43)CC2)c(OC)c1,-6,0.1,26,44,-2,-23,-0.3,8,1,2,23
COc1ccc(C(=O)Nc2nnc(S(=O)(=O)N(C)Cc3ccc(F)cc3)s2)cc1OC,1,-0.2,15,24,9,-17,0.9,-25,3,7,-5
COc1ccc(Nc2nc(-c3cccnc3)cs2)c(OC)c1,-57,0.3,-228,-232,9,-86,2.1,-15,x,5,-2
O=C(COC(=O)CCN1C(=O)/C(=C\C=C\c2ccccc2)SC1=S)Nc1cc(F)ccc1F,63*,0.2,83*,-10,-16,-13,-1.7,55*,4,-4,39
COc1ccccc1C(=O)COC(=O)c1cc(=O)[nH]c2ccccc12,-8,0.2,-89,-4,21,-11,0.1,-19,-1,-11,-15
Cc1ccc(S(=O)(=O)N2CCN(C(=O)COc3ccc(C)nc3[N+](=O)[O-])CC2)c(C)c1,-2,0.2,10,3,3,2,-1.0,-11,-3,-4,-51
CC1(C)CC(=O)c2cc(OCC(=O)N3CCOCC3)ccc2O1,-16,-0.1,-9,-3,-4,-12,-1.2,2,3,-1,0
Cc1cccc(-n2c3nc(=O)[nH]c(=O)c-3cc3cc([N+](=O)[O-])ccc32)c1,55,-0.1,19,46,26,-38,-2.1,-37,4,-39,11
CCN(C[C@H]1N[C@@](Cc2ccccc2)(C(=O)OC)[C@H]2C(=O)N(Cc3ccccc3)C(=O)[C@@H]12)C(=O)c1ccc(C)cc1,9,0.0,-3,10,8,-25,-2.1,35,x,1,8
CN(Cc1ccc2c(c1)OCCO2)C(=O)CN1C(=O)NC2(CCCCC2)C1=O,5,0.0,7,9,15,-14,-0.2,9,-5,-4,1
COc1ccc(C(C)=O)cc1CSCc1cc(C(C)=O)ccc1OC,-3,0.1,10,5,4,-26,-0.5,-19,-1,-6,9
CCN1C(=O)c2ccccc2S(=O)(=O)c2ccc(C(=O)NCCCN(CC(C)C)CC(C)C)cc21,-6,0.0,17,29,-2,-30,0.7,23,-1,8,40
CN(C)C(=O)CSc1nnc(C23CC4CC(CC(C4)C2)C3)o1,-74,-0.3,-213,-139,8,-67,4.2,-13,0,-4,-36
Cc1cc(NC(=O)CSc2cn(CCNC(=O)c3ccccc3)c3ccccc23)no1,-2,0.0,-20,-4,-2,-34,3.2,32,3,15,-7
O=C(N/N=C/c1cc([N+](=O)[O-])cc(Br)c1O)C12CC3CCC(CC(C3)C1)C2,11,0.1,14,25,11,-13,-0.6,46,3,5,1
COc1ccc(Br)cc1-c1nc2c(c(=O)[nH]c(=O)n2Cc2ccccc2)n1C,14,0.3,18,13,-1,-19,-0.6,-16,1,-17,4
O=c1[nH]cnc(O)c1N=Nc1ccccc1,-9,0.0,-89,-32,-3,-15,1.5,23,0,11,-7
O=C(N1CCOCC1)C12CC3CC(C1)CC(n1cnc(Cl)n1)(C3)C2,-2,0.0,14,-1,-2,26,1.4,-12,-3,6,-14

# Just iPSC survival up and NR2E3 ag-1 (2 entries from above):
Compound	iPSC survival up	NR2E3 ag-1
Cc1cccc(-n2c3nc(=O)[nH]c(=O)c-3cc3cc([N+](=O)[O-])ccc32)c1	-2.1	-38
COc1ccccc1C(=O)COC(=O)c1cc(=O)[nH]c2ccccc12	0.1	-11

# Other compounds follow:
SMILES,TRPM1 prom inh,aDG glyco up,HIF-2a block,Peg3 promoter,CF NFkB inh,NR2E3 ag-1,iPSC survival up,TWEAK-Fn14 inh,NR2E3 ag-2,KKLEB tox,Shn3 3UTR inh
COc1ccccc1CNC(c1ccccc1)c1ccccc1,11,-0.1,15,-10,3,-29,1.4,-7,4,-11,7
CC(C)c1ccc(-c2nc(N3CCCCC3)[nH]c(=O)c2C#N)cc1,7,-0.3,5,12,12,-14,0.1,0,2,-4,-9
CC(=O)c1ccc(S(=O)(=O)N2Cc3ccccc3CC2C(=O)O)cc1 (stereo not drawn),-2,0.0,7,4,8,-21,-0.4,30,2,5,18
O=C(NCc1ccco1)c1ccccc1-c1ccccc1,-3,0.4,14,16,-16,3,1.1,5,4,7,19
COc1cccc(-c2cnc(C(O)c3ccc(C)c(F)c3)[nH]2)c1 (stereo not drawn),x,0.4,-34,5,15,-11,4.0,16,x,-3,14
COc1cc(C(=O)OCc2cc(=O)c(O)co2)ccc1OC(F)F,-4,0.0,6,7,14,-16,-0.3,27,2,-7,24
O=C(CCl)Nc1c[nH]c(=O)[nH]c1=O,1,0.2,12,-2,-36,3,-0.5,-29,x,6,2
O[C@@H]1C[C@H](c2ccccc2)N(CC2CCCCC2)C[C@H]1n1cc(C2CC2)nn1,x,0.0,-16,15,-7,-25,2.1,11,x,14,-5
CCN(CCn1cccn1)C(=O)CC1C(=O)NCCN1CC1CCCCC1 (stereo not drawn),-6,-0.6,11,-8,-20,5,3.9,-12,2,2,7
CN(C)S(=O)(=O)N1CCN(C(=O)c2ccc3c(c2)OCO3)CC1,4,-0.1,4,5,-2,-14,-0.4,40,2,6,-11
Cc1cnc(NC(=O)c2ccco2)s1,-33,-0.2,-159,-178,-12,-87,-3.6,14,1,7,-96
Cc1ccc(OCC(=O)N2CCC(N3CCCCCC3)CC2)cc1,4,0.3,14,10,4,-15,1.4,2,0,0,5
C=CCC1=C/C(=C\c2c(N)n3nc(CC(=O)N4CCCC4)sc3nc2=O)C=C(OC)C1=O,6,-0.9,11,1,8,-7,-0.5,4,-5,-5,-6
COc1cccc(C(=O)C2CN(c3ccccc3)CC2c2ccc(Cl)cc2)c1 (stereo not drawn),-19,0.1,-20,6,12,-3,2.0,20,1,-8,8
CCOC(=O)C1=C(COc2ccccc2)NC(=O)NC1c1ccc(Br)cc1 (stereo not drawn),-4,-0.3,20,27,-8,14,-2.8,-12,-3,-32,8
CN(C)Cc1ccccc1Sc1ccc(Br)cc1,-10,0.0,-7,4,17,5,0.3,0,1,-6,17
CCc1ccc(-c2cc(C)no2)cc1S(=O)(=O)N1CCN(c2ccc(F)cc2)CC1,22,-0.3,9,25,-6,-15,-0.5,7,0,4,14
N#C/C(=C1\CCCN1)c1ccc2ccccc2n1,6,-0.3,-33,0,-14,-9,6.8,1,1,-3,0
Cc1cc(=O)oc(C)c1C(=O)Nc1cccnc1Cl,-2,-0.1,12,-5,-10,-21,-0.8,-33,0,10,x
Cc1ccccc1NC(=O)CSc1nnc(-c2ccccc2)n1-c1ccccc1,10,-0.1,16,9,-5,0,6.2,-10,7,1,0
O=C(O)C1CC2CCC1CC2 (stereo not drawn),1,0.2,-7,3,-14,2,-1.1,-22,x,9,-41
CCOC(=O)Nc1oc2ccccc2c(=O)c1C,2,0.1,14,11,6,-14,-0.8,5,-3,-10,-10
Cc1ccc(S(=O)(=O)N2CCCC(C(=O)NCc3ccc4c(c3)OCO4)C2)cc1 (stereo not drawn),2,0.0,9,16,-7,-1,-0.2,0,0,8,8
COc1cc(C2Sc3ccccc3NC3=C2C(=O)OC3)cc(OC)c1OC (stereo not drawn),5,-0.1,8,15,-25,-9,-0.3,-8,-3,9,-9
COc1cc(/C=N/n2cnnc2)ccc1OC(=O)c1ccncc1,-7,-0.2,28,16,34,-3,-1.4,0,0,-10,6
